Assay outcomes: PubChem, several laboratories
CSN deneddyl inh – inhibitors of CSN-mediated cullin deneddylation, primary screen, biochemical, fluorescence polarization, uHTS; COP9 signalosome complex subunit 5 (Homo sapiens), Q92905; inhibition, % at 12.5 µM; 0.38% of 360,000 active; Purified CSN, SCF-Nedd8-OG deneddylation;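 active means pattern-corrected inhibition above about 35%, with an unprinted fluorescence ratio check between 0.5 and 1.5, limit read from the data, passing the limit was not always enough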;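 further: 0% = enzyme with substrate and 100% = substrate without enzyme; some results filed as inactive read as strong as hits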
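Assay system: Purified human Csn5 enzyme expressed in HEK293T cells | Amount: Enzyme 0.24 nM | Measured by: Fluorescence polarization readout | Medium: Tris/NaCl/DTT buffer, pH 7.5 | Compound dosing: One concentration, 12.5 µM, 0.25% DMSO | Times: 90 min incubation of compound, enzyme and substrate at room temperature | Control set: no-enzyme wells high, enzyme-with-substrate wells low | Read-out: % inhibition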
Rin1-Abl PPI inh – inhibitors of Rin1-Abl protein binding, primary screen, biochemical, TR-FRET; Tyrosine-protein kinase ABL1 (Homo sapiens) + Ras and Rab interactor 1 (Homo sapiens), …; inhibition, % at 7.35 µM; 0.4% of 360,000 active; in the data active means inhibition above about 5%, passing the limit was not always enough
SUMO1-SIM PPI – modulators of SUMO1 protein-protein interactions, primary screen, biochemical, uHTS; inhibition, % at 20 µM; SUMO1 binding to a labelled peptide, TR-FRET, 1 h; Small ubiquitin-related modifier 1 (Homo sapiens), P63165; 0.33% of 360,000 active; in the data active means inhibition above about 37%
Neddylation inh – inhibitors of cullin neddylation, primary screen, biochemical, TR-FRET, uHTS, NAE and Ubc12 | 0.58% of 360,000 active | calls only at 25 µM | AID 651699, 2012 | NEDD8-conjugating enzyme Ubc12 (Homo sapiens) + NEDD8-activating enzyme E1 regulatory …; in the data active means inhibition above about 36%
LMPTP inh – LMPTP phosphatase inhibitors, primary screen, biochemical, fluorescence intensity, uHTS; 0.22% of 360,000 active; inhibition, % at 20 µM; AID 651560, 2012; recombinant LMPTP-A, OMFP fluorogenic substrate; Low molecular weight phosphotyrosine protein phosphatase (Homo sapiens), P24666;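 active means compounds that cut the enzyme signal by at least half of the control window in the single-dose screen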;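 further: plate controls were DMSO wells with enzyme plus substrate for no effect and substrate without enzyme for full effect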
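Assay system: LMPTP-A, protein tyrosine phosphatase of low molecular weight / Medium: pH 6.0 Bis-Tris buffer with DTT and Triton X-100 / Schedule: 50 min enzyme reaction at room temperature, protected from light / Measured by: endpoint fluorescence intensity from OMFP dephosphorylation / Read-out basis: % inhibition relative to no-enzyme and uninhibited control wells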
Scp-1 inhibitor – Scp-1 phosphatase inhibitors, primary screen, biochemical, colorimetric, uHTS | Recombinant Scp1, phosphopeptide, malachite green phosphate absorbance | 0.88% of 340,000 active | AID 493091, 2011 | inhibition, % at 20 µM | Carboxy-terminal domain RNA polymerase II polypeptide A small phosphatase 1 (Homo …;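 active means inhibition above about 50% at 20 µM, limit read from the data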;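 further: plate controls were DMSO wells with enzyme for no effect and wells lacking enzyme for full effect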
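Material: truncated SCP-1 phosphatase (76-261aa) / Buffer or medium: 50 mM Tris acetate pH 5.5, 0.005% Tween-20, 10 mM MgCl2 / Compound dosing: one concentration, 20 µM, with 1.0% DMSO / Incubation: 45 min room-temperature reaction, 5 min colour, 30 min stabiliser / Detection: colorimetric free-phosphate detection, absorbance 630 nm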
STEP block – STEP phosphatase inhibitors, primary screen, biochemical, fluorescence intensity, uHTS; recombinant STEP, OMFP fluorogenic substrate; Tyrosine-protein phosphatase non-receptor type 5 (Homo sapiens), P54829; AID 588621, 2011; inhibition, % at 20 µM; 0.25% of 360,000 active;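 active means inhibition at 20 µM, scaled per plate between control wells, above about 37%, limit read from the data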;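 further: 0% = DMSO with enzyme and substrate and 100% = substrate only without enzyme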
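Test system: STEP tyrosine phosphatase / Reagent: OMFP at 25 µM / Doses: 20 µM, 1% DMSO / Read-out: percent inhibition scaled to no-enzyme and uninhibited-enzyme controls, plate-pattern corrected / Detection: FITC-channel fluorescence of OMFP product / Medium: Bis-Tris buffer pH 6.0, 2.5 mM DTT, 0.005% Tween 20 / Schedule: 20 min at room temperature, dark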
NadD block – inhibitors of S. aureus NadD, primary screen, biochemical, colorimetric, uHTS. purified NadD enzyme, colorimetric absorbance read-out. inhibition, % at 20 µM. 0.78% of 360,000 active. AID 602399, 2012; in the data active means inhibition above about 26%; further: some compounds past the cut are filed as inactive
Rpn11 block – Rpn11 (PSMD14) deubiquitinase inhibitors, primary screen, biochemical, fluorescence polarization, uHTS; 0.59% of 360,000 active; 26S proteasome non-ATPase regulatory subunit 14 (Homo sapiens), O00487; human 26S proteasome, Ub4-pepOG fluorescence polarization; 20S core pre-blocked with epoxomicin; calls only at 20 µM;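 active means inhibition at 20 µM, scaled to each plate's controls, above about 33%, limit read from the data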
DNMT1 inh – human DNMT1 methyltransferase inhibitors, primary screen, biochemical, molecular beacon, fluorescence, HinP1I cleavage, uHTS | inhibition (reported as % activation of signal), % at 10 µM | 0.83% of 360,000 active; in the data active means inhibition above about 50%
Target sequence (P26358 504-1616 limits assumed): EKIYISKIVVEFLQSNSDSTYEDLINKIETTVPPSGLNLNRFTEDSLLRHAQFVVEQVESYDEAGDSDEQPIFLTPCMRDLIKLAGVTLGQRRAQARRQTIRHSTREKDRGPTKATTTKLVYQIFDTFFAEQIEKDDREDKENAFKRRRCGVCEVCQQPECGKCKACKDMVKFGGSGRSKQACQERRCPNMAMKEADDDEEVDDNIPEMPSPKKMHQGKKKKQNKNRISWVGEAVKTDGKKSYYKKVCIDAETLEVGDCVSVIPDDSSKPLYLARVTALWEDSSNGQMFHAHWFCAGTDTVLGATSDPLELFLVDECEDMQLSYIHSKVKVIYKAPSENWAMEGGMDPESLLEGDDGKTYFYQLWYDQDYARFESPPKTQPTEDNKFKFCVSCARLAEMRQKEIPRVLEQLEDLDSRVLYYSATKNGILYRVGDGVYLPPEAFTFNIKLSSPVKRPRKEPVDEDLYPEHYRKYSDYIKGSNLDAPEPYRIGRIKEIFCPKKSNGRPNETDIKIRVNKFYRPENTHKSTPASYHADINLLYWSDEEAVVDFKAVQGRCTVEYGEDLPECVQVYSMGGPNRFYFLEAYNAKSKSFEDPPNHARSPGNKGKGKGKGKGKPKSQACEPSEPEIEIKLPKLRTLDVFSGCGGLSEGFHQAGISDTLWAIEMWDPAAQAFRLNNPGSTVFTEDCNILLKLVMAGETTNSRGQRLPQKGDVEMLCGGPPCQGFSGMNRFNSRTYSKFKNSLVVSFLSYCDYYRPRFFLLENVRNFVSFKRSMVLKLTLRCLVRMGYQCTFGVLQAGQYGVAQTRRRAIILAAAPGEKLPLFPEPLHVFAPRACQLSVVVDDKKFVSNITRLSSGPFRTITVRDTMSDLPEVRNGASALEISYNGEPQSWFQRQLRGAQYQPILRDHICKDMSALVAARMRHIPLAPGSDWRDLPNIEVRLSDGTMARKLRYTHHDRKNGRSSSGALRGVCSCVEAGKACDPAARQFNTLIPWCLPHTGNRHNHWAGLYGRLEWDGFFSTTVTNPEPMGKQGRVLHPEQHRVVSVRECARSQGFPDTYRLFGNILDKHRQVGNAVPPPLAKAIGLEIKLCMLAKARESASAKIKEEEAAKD
Numbers without * were called inactive; i = inactive; / = not tested or not shown; + = active, no number.

item	SMILES	CSN deneddyl inh	Rin1-Abl PPI inh	SUMO1-SIM PPI	Neddylation inh	LMPTP inh	Scp-1 inhibitor	STEP block	NadD block	Rpn11 block	DNMT1 inh
1	O=C(Cn1cnc(S(=O)(=O)N2CCCCC2)c1)Nc1ccc(OC(F)(F)F)cc1	2	4	2	i	1.6	6	1	-3	i	11
2	CCc1nn(C(C)C(=O)NCc2cccc(OC)c2)c(=O)c2cc3occc3n12 (centres undefined)	2	-9	1	i	2.4	4	0	5	i	-5
3	Cc1nc2nc(SCC(=O)NCCCN3CCCC3)nn2c(C)c1Cc1ccccc1Cl	1	2	-24	i	9.5	-3	6	-3	i	-1
4	C/C(=N\Nc1nc(-c2cc(C)ccc2C)cs1)c1cc2ccccc2oc1=O	-9	-1	9	i	0.1	-1	-2	4	i	-3
5	CCCN1CCC(NC(=S)Nc2cccc(Cl)c2Cl)CC1	4	0	4	i	-2.3	-13	1	-3	i	0
6	O=C(C[C@@H]1C/C=C\C[C@@H](NC(=O)OCC2c3ccccc3-c3ccccc32)C(=O)OC[C@@H](Cc2ccccc2)NC1=O)NCCO	1	3	-5	i	-1.5	-8	-3	-6	i	38
7	C=CCCC1CN(Cc2ccco2)S(=O)(=O)c2c(F)cccc2O1 (centres undefined)	4	0	2	i	0.7	1	0	12	i	-2
8	O=C1CC(c2ccsc2)c2ccc3ccccc3c2N1 (centres undefined)	-5	1	-11	i	0.3	-9	0	-7	i	-1
9	O=C1NCCC/C1=N/Nc1cc(F)ccc1F	3	-1	-10	i	-0.7	-5	1	0	i	1
10	CS(=O)(=O)NN1C(=O)c2ccccc2NC1c1cccc(O)c1 (centres undefined)	-3	0	-3	/	0.0	1	0	-3	i	7
11	O=C1c2ccccc2S(=O)(=O)N1CC1CC(c2ccccc2Cl)=NO1 (centres undefined)	-4	1	4	i	-1.4	-8	1	-6	i	-1
12	Cc1ccc(/C=C/C(=O)OCn2nnc3ccccc3c2=O)o1	1	-2	-12	i	0.8	-12	5	-6	i	4
13	COc1n[nH]c(C(=O)Nc2nc3ccccc3s2)c1[N+](=O)[O-]	-1	-1	-18	i	-2.1	-3	-2	-2	i	3
14	CC(C)c1ccc(C2NC(=S)NC3=C2C(=O)CC(C)(C)C3)cc1 (centres undefined)	-11	-1	0	i	-0.9	-9	1	4	i	-2
15	CCOC(=O)CSc1cccc2cccnc12	7	-1	5	/	-3.1	-10	3	-6	+	-21
16	Cc1cc(C)n(-c2nc3ccccc3nc2N2CCN(S(=O)(=O)c3ccc4ccccc4c3)CC2)n1	3	1	5	i	5.3	-2	0	15	i	-9
17	COc1ccc(Cn2cnc([N+](=O)[O-])c2)cc1[N+](=O)[O-]	2	-2	-17	i	-5.8	-10	-1	-3	i	1
18	S=C(Nc1ccc(Br)cc1Cl)Nn1cnnc1	-3	3	-2	i	-0.1	8	1	5	i	2
19	COc1ccccc1C(=O)NNC(=O)CN1C(=O)c2ccccc2C1=O	3	-1	-4	i	-0.4	6	8	2	i	2
20	Cc1ccc(-c2csc3ncnc(N4CCN(Cc5ccccc5)CC4)c23)cc1	2	-1	3	i	1.9	2	-2	-3	i	-2
21	NS(=O)(=O)c1ccc(CNC(=O)/C=C/c2cccc([N+](=O)[O-])c2)cc1	3	-3	-34	i	0.1	1	1	-6	i	1
22	Cn1c2ccccc2c2nnc(SCC(N)=O)nc21	-1	0	-18	i	-0.6	-1	-3	-2	i	-2
23	Cc1cc(=O)[nH]c(SC/C=C/c2ccccc2)n1	-5	6	3	i	-0.4	-6	2	-4	i	-1
24	C[C@@H](NC(=O)[C@@H]1Cc2ccccc2CN1C(=O)OC(C)(C)C)C(=O)NC1CCCC1	0	1	0	i	-2.0	6	-3	-3	i	2
25	CCN(CC)Cc1oc(-c2ccccc2)cc1C(=O)O	3	3	2	i	-2.0	-2	-3	-5	i	2

Additional results.
item	SMILES	CSN deneddyl inh	Rin1-Abl PPI inh	SUMO1-SIM PPI	Neddylation inh	LMPTP inh	Scp-1 inhibitor	STEP block	NadD block	Rpn11 block	DNMT1 inh
26	COc1ccc(-n2c(=O)[nH]cc(C(=O)Nc3ccccc3)c2=O)cc1	0	-3	1	i	-1.5	3	0	-3	i	2
27	Cc1cc(C)cc(C(=O)N2CCCCCC2)c1	2	-2	-2	i	0.3	-9	-1	2	i	1
28	Cc1cc(C)c(C=NNc2nc3c([nH]2)c(=O)n(C)c(=O)n3C)c(C)c1	-1	4	15	+	-1.2	-2	0	-6	i	-15
29	Cc1nnc(SCC(=O)c2c(N)n(Cc3ccccc3)c(=O)n(C)c2=O)n1C	4	-1	-4	i	-1.4	-10	2	1	i	1
30	COc1ccc(NS(=O)(=O)c2cc(C(=O)O)ccc2C)cc1	-2	2	0	i	-1.5	-6	0	-2	i	7
31	COc1ccc(C(=O)c2oc3ccccc3c2NC(C)=O)cc1	2	-1	-18	i	2.1	5	0	1	i	0
32	CC1(C(=O)NS(=O)(=O)Cc2ccccc2C(F)(F)F)CCN1C(=O)c1ccccc1 (centres undefined)	-1	4	-1	i	3.1	/	-3	2	i	4
33	Cc1cc(C(=O)COC(=O)c2ccc(F)cc2)c(C)n1C	-4	4	0	i	-0.6	-4	-2	-2	i	-2
34	CC(=O)Nc1ccc(C(=O)N2CCCC(c3cc(C(=O)Nc4ccccc4Cl)no3)C2)cc1 (centres undefined)	6	-3	5	i	1.2	/	-1	-1	i	1
35	COc1ccc(NC(=O)c2cc(C)on2)cc1OC	-1	0	6	i	-0.5	-6	10	-1	i	0
36	COC(=O)c1ccc(NC(=O)Cc2ccc(C)cc2)cc1	5	0	-1	i	1.0	-2	-2	2	i	6
37	Cc1ccccc1NC(=O)COC(=O)C1C2CC3OC(=O)C1C3C2 (centres undefined)	2	4	-1	i	-0.8	-5	0	0	i	-1
38	O=C(CC1SC(=O)NC1=O)Oc1ccc(/C=N/NC(=O)c2ccccc2O)cc1 (centres undefined)	1	-3	4	i	-1.9	-6	0	-1	i	3
39	CCn1c(SCC(=O)NCc2ccco2)nc2ccccc2c1=O	6	2	1	i	-0.3	2	3	-1	i	0
40	CC1Cc2nc(SCC(=O)NCc3ccccc3)n(Cc3ccccc3)c(=O)c2S1 (centres undefined)	-2	-1	-6	i	0.6	-12	3	3	i	3
41	CCS(=O)(=O)c1ccc(O)c(NC(=O)COc2ccc(Cl)cc2)c1	9	-1	1	i	-0.1	-8	2	-4	i	-1
42	CN1C(=O)OC(C)(CCc2ccccc2)C1(C)O (centres undefined)	0	-3	6	i	0.1	-3	-1	4	i	2
43	COc1cc(NC(=O)c2ccccc2Cl)ccc1NC(=O)c1ccco1	2	-2	7	i	-0.3	-7	-1	3	i	9
44	COc1ccc(/C=C/C(=O)NCCCn2ccnc2)cc1	-1	-3	-3	i	-5.5	-6	-5	0	i	0
45	COc1ccc(NC(=O)CN(C)C(C)C(=O)N2CCCCC2)cc1 (centres undefined)	-1	-1	1	i	-0.9	-8	-9	-11	i	2
46	CCn1c(SCC(=O)NCc2ccco2)nnc1C(C)C	-6	4	2	i	-0.6	-3	1	5	i	2
47	O=S(=O)(Nc1ccc2ccccc2c1)N1CCCCC1	-2	1	-4	i	-0.2	22	0	-6	i	1
48	C=CCOc1ccc(C=CC(=O)c2c(O)c(OC)c(OC)c(OC)c2OC)cc1	2	1	-4	i	2.0	-16	3	2	i	-3
49	CCCOc1ccc(C(=O)c2ccccc2C(=O)O)cc1OCCC	2	-7	-3	i	-0.7	-7	0	-2	i	0
50	COc1nccnc1NS(=O)(=O)c1ccc(NCc2cc(Br)ccc2O)cc1	-4	-4	38	i	0.9	15	-4	-5	i	-4

Brought forward from above: two entries, followed by the next part.
item	SMILES	CSN deneddyl inh	Rin1-Abl PPI inh	SUMO1-SIM PPI	Neddylation inh	LMPTP inh	Scp-1 inhibitor	STEP block	NadD block	Rpn11 block	DNMT1 inh
49	CCCOc1ccc(C(=O)c2ccccc2C(=O)O)cc1OCCC	2	-7	-3	i	-0.7	-7	0	-2	i	0
50	COc1nccnc1NS(=O)(=O)c1ccc(NCc2cc(Br)ccc2O)cc1	-4	-4	38	i	0.9	15	-4	-5	i	-4
51	COc1ccc(CN(C)CC(=O)Nc2ccccc2C(=O)NC2CC2)cc1OC	0	0	6	i	-1.0	-7	3	-4	i	1
52	Cc1ccc(NC(=O)c2nc[nH]c2C(=O)Nc2ccc(C)cc2)cc1	1	2	2	i	-1.6	-5	-5	8	i	17
53	Cc1ccc(NC(=O)CN(C)C(=O)c2cccc(S(=O)(=O)NCc3ccco3)c2)cc1	8	-2	-2	i	1.7	38	2	4	i	37
54	O=C(NC(=S)NC1CCN(Cc2ccccc2)CC1)c1ccc(F)cc1	3	1	2	i	-0.4	-10	3	-4	i	-1
55	CCCCC(CC)COC(=O)c1ccc(N(C)C)cc1 (centres undefined)	-2	-2	1	i	2.4	3	2	10	i	0
56	Cc1cc(C)n(-c2ccc(S(=O)(=O)N3CCOCC3)cc2[N+](=O)[O-])n1	-3	-2	-26	i	-0.1	-2	-2	-3	i	0
57	CCc1noc(C)c1C(=O)NNC(=O)c1ccccc1	-3	0	2	i	-1.5	10	0	3	i	0
58	COC(=O)CCC(=O)Nc1ccc(Br)cc1	2	1	0	i	-2.7	-6	1	-3	i	-7
59	CCOc1ccc(S(=O)(=O)Nc2nc3ccccc3nc2Cl)cc1	-1	0	1	i	-2.3	-8	-2	-6	i	1
60	CC(C)(C)[C@H]1C=C(C(=O)N2CCOCC2)O[C@@H](OCCCCO)C1	5	2	2	i	-0.7	-4	1	-1	i	-6
61	O=C(Nc1ccccc1C(=O)N1CCN(c2cccc(Cl)c2)CC1)C1=CSCCO1	-4	0	4	i	0.3	7	-2	-3	i	-4
62	O=C(Nc1ccccc1)c1ccc2nsnc2c1	2	-4	-24	i	1.2	0	-4	2	i	1
